# FadD28 FP inh: inhibitors of FadD28 bisubstrate probe binding, primary screen, biochemical, fluorescence polarization, single point; 360,000 compounds, 0.22% hits; AID 588549, 2011; Mycobacterium tuberculosis FadD28 fatty-acid-AMP ligase; inhibition, % at 12.5 µM; in the data active means inhibition above about 8.5%, passing the limit was not always enough; inconclusive means no clear call, values can overlap the other calls
# Mtb UGM inh: M. tuberculosis UGM enzyme inhibitors, primary screen, biochemical, fluorescence polarization, single point. UDP-galactopyranose mutase (Mycobacterium tuberculosis (strain ATCC 25618 / H37Rv)), …. AID 504406, 2011. inhibition, % at 10 µM. purified UGM, fluorescence polarization probe displacement. 320,000 compounds, 0.06% hits; in the data active means inhibition above about 10%, passing the limit was not always enough; inconclusive means no clear call, values can overlap the other calls
# Target sequence (P9WIQ1 whole entry, looked up): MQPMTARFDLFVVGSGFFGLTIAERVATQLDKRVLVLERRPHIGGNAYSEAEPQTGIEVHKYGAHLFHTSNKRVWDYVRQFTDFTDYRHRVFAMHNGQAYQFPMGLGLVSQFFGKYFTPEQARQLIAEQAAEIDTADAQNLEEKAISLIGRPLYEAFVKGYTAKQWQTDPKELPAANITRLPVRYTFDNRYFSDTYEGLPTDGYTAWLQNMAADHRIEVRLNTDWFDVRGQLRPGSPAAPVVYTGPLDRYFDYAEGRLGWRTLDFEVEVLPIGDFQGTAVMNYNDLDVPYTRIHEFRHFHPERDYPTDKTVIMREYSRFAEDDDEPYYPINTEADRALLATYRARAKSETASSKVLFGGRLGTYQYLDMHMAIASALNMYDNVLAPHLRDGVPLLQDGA
# Yp Topo-I inh: Yersinia pestis topoisomerase I inhibitors, primary screen, biochemical, cleavage product accumulation, plate reader, single point | 360,000 compounds, 0.064% hits | activity, % at 10 µM | Y. pestis Topo-I cleavage product accumulation | DNA topoisomerase I (Yersinia pestis CO92); in the data active means activity above about 50%, passing the limit was not always enough; inconclusive means no clear call, values can overlap the other calls; further: inactives centre near 2
# BioA inh: M. tuberculosis BioA enzyme inhibitors, primary screen, biochemical, plate reader, single point, HTS; 7,8-diaminopelargonic acid synthase BioA (Mycobacterium tuberculosis); purified M. tuberculosis BioA enzyme; inhibition, % at 9.99 µM; 360,000 compounds, 0.096% hits; in the data active means inhibition above about 40%; inconclusive means no clear call, values can overlap the other calls
# GDH-TPI counter: GDH-TPI coupling enzyme inhibitors, primary screen, artefact control for M. tuberculosis FBA inhibitor project, biochemical, absorbance, full deck; GDH-TPI coupled enzyme counterscreen, NADH absorbance; inhibition, % at 4.8 µM; 360,000 compounds, 1.2% hits; AID 588335, 2011; in the data active means inhibition above about 30%;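 further: 0% = DMSO wells and 100% = wells lacking the enzyme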
# Mtb FBA inh: Mtb FBA enzyme inhibitors, primary screen, biochemical, fluorescence, strain H37Rv. Fructose-bisphosphate aldolase (Mycobacterium tuberculosis (strain ATCC 25618 / H37Rv)), …. purified M. tuberculosis FBA, fluorescence read-out. inhibition, % at 1 µM. 360,000 compounds, 2.3% hits; in the data active means inhibition above about 27%;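 further: 0% = vehicle and 100% = reference inhibitor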
# Target sequence (P9WQA3 whole entry, looked up): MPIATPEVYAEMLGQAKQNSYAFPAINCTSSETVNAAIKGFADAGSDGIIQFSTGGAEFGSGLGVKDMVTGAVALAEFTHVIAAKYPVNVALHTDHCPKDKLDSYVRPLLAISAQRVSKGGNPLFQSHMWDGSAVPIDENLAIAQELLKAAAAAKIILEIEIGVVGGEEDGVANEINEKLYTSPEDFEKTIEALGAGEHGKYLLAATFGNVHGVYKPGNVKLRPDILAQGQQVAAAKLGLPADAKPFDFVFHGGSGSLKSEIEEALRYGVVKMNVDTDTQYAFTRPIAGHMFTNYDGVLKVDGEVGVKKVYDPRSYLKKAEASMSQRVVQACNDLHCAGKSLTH
# TcdB inh: TcdB glycohydrolase inhibitors, primary screen, biochemical, single point, plate reader | Toxin B (Clostridioides difficile), P18177 | AID 652162, 2013 | inhibition, % at 9.99 µM | 350,000 compounds, 0.24% hits | TcdB glycohydrolase enzymatic assay; in the data active means inhibition above about 10%
# BH1578 lux ind: inducers of Vibrio cholerae quorum light production without autoinducers, primary screen, BH1578 luxS cqsA deficient, single point. V. cholerae BH1578 lux reporter, luminescence, 6 h. activation, % at 18.7 µM. 350,000 compounds, 0.16% hits; in the data active means activation mostly above about 9.7%, no sharp cut-off; inconclusive means no clear call, values can overlap the other calls; inactive means mostly below about 3.7%; further: not every result past the cut was called active; inactives centre near 0; reference of the scale not given here
# PfHsp40 rescue: rescue of yeast from PfHsp40 toxicity, primary screen, S. cerevisiae, ATP luminescence | S. cerevisiae expressing PfHsp40, growth rescue | growth rescue, % at 12.5 µM | 340,000 compounds, 0.68% hits | AID 504582, 2011; in the data active means growth rescue above about 28%, passing the limit was not always enough; inconclusive means no clear call, values can overlap the other calls;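 further: yeast W303a lacking pdr1 and pdr3 grown in galactose medium; growth measured after three days at 30 °C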
# * = called active by the depositor; i = inactive; ? = inconclusive; / = not tested or not shown; + = active, no number.
SMILES,FadD28 FP inh,Mtb UGM inh,Yp Topo-I inh,BioA inh,GDH-TPI counter,Mtb FBA inh,TcdB inh,BH1578 lux ind,PfHsp40 rescue
N#Cc1ccccc1Cn1c(=O)oc2ccccc21,-2.1,1.0,6,-0.8,6,0,0.6,-0.9,-0.7
COc1ccc(CCNC(=O)CSc2ccc3nnc(CCNC(=O)c4ccc(C)cc4)n3n2)cc1OC,-0.3,0.3,6,0.0,-5,3,0.9,/,-0.6
O=C(C1=C[C@@H](C2CC2)C[C@@H](OCCCCO)O1)N1CCN(Cc2ccccc2)CC1,-0.8,1.4,19,-0.2,6,4,0.5,i,0.7
O=C(O)C1CCCN1C(=O)Nc1ccccc1 (stereo not drawn),-0.7,0.7,-9,-0.1,7,-1,/,i,-1.9
Cc1ccc(S(=O)(=O)NCCNc2ccc(Br)c(C)c2)cc1,-4.3,-1.8,20,-2.4,1,-4,0.2,-1.8,0.3
N#Cc1ccc(C(=O)N2Cc3cnnn3-c3ccccc3C2C#N)cc1 (stereo not drawn),-0.2,/,1,-1.7,4,3,0.6,1.4,-1.8
CCOC1(OCC)C(c2ccc(N)cc2)C(C#N)(C#N)C1(OCC)OCC (stereo not drawn),-1.6,-3.7,14,-2.9,14,-1,/,-6.7,-0.2
CC(C)(C)NC(=O)COC(=O)c1ccc(S(=O)(=O)N2CCCCCC2)cc1,-1.9,-0.2,-2,-1.3,-8,1,0.3,-0.2,-0.9
C=CCNC(=S)NNc1nc(N2CCCC2)nc(N2CCCC2)n1,0.1,-0.9,2,3.6,11,-2,-1.6,i,-0.1
Cc1nnc(NC(=O)CSc2nnc(NC(=O)C(C)(C)C)s2)s1,-3.1,0.3,-7,0.2,0,-9,-0.4,-1.2,0.0
COC(=O)CCC(NC(=O)c1cc(C)oc1C)C(=O)OC (stereo not drawn),-5.5,1.0,4,-1.5,-3,0,/,i,-1.7
c1csc(-n2nc3ccccc3n2)c1,-4.8,0.7,-6,-1.8,4,-2,/,i,-0.5
CCc1nnc(NC(=O)c2ccco2)s1,0.8,/,1,-1.0,16,0,-1.5,-3.3,/
OCC(O)[C@@H](O[C@H]1O[C@H](CO)[C@@H](O)[C@H](O)[C@H]1O)[C@H](O)[C@@H](O)CO (stereo partly drawn),-2.6,2.7,-2,-0.7,-9,-1,1.8,i,-0.7
Cn1c(SCC(=O)N2CCN(c3ccccc3)CC2)nnc1-c1c[nH]c2ccccc12,-2.7,-0.4,2,2.8,2,4,-0.1,-0.6,-0.6
O=C1NC(=S)N/C1=C/c1cc2c(cc1[N+](=O)[O-])OCO2,1.1,-0.1,-3,-1.8,17,-1,1.2,0.9,0.3
Cc1nn(C2CCS(=O)(=O)C2)c(Cl)c1/C=C/C(=O)OCC(=O)N(C)C (stereo not drawn),-1.9,1.1,0,2.3,-2,-1,1.9,-0.2,-1.2
CS(=O)(=O)c1nc(S(=O)(=O)c2ccc(Cl)cc2)c(N2CCOCC2)s1,-2.8,-1.0,-7,-2.7,3,1,1.0,-0.2,0.7
O=C1CCc2cc(S(=O)(=O)N3CCN(c4ccc(F)cc4)CC3)cc3c2N1CC3,0.1,0.0,0,/,3,1,0.6,0.1,0.7
CN(C)S(=O)(=O)c1cccc(NC(=O)CCNC(=O)c2ccccc2Cl)c1,-0.9,0.9,-1,-0.2,5,0,/,2.7,0.1
CC1Cc2ccccc2N1C(=O)Cc1cccs1 (stereo not drawn),-0.2,1.3,12,1.0,1,2,1.0,-0.1,-0.6
O=C(CSc1ccc2nnc(-c3ccccn3)n2n1)NCc1ccc2c(c1)OCO2,-0.1,-1.9,1,-0.2,1,1,2.9,-0.3,-1.3
CCc1cccc(CC)c1NC(=O)c1cccc(S(=O)(=O)N2CCN(C)CC2)c1,-3.0,-1.7,0,-1.0,8,4,0.9,-0.2,-0.8
Cc1cccc(NS(=O)(=O)c2cn(C)c(=O)n(C)c2=O)c1C,-4.9,-1.5,2,-2.1,4,-2,-0.6,-0.6,-1.4

# Quoted from the listing:
# FadD28 FP inh with `CN(C)S(=O)(=O)c1cccc(NC(=O)CCNC(=O)c2ccccc2Cl)c1` reads -0.9
# FadD28 FP inh with `CCc1cccc(CC)c1NC(=O)c1cccc(S(=O)(=O)N2CCN(C)CC2)c1` reads -3.0

# The listing continues:
SMILES,FadD28 FP inh,Mtb UGM inh,Yp Topo-I inh,BioA inh,GDH-TPI counter,Mtb FBA inh,TcdB inh,BH1578 lux ind,PfHsp40 rescue
O=C(CSc1nnc2ccccn12)NNC(=O)c1ccc(F)cc1,-0.7,-4.5,1,/,-1,3,1.1,i,-0.3
Cc1ccc(C)c(N2CCN(S(=O)(=O)c3c(C)[nH]c(C)c3C(=O)N3CCCCC3)CC2)c1,-0.5,-0.4,11,-1.8,6,1,-0.3,i,-1.2
O=c1c(O)c(-c2ccccc2)oc2cc(O)ccc12,0.5,/,-6,-3.7,28,11,0.6,-0.3,/
Cc1csc(N2CCc3ccccc32)n1,-3.5,2.9,12,-1.1,-2,-2,/,-11,-3.1
COc1ccc(S(=O)(=O)CCc2nnc(NC(=O)c3cccs3)s2)cc1,0.8,-3.7,12,1.1,12,-1,/,-0.3,0.0
COc1cccc(C(=O)NCc2ccco2)c1,0.2,5.9,-2,-1.1,13,-1,2.0,0.6,-0.7
O=C(NCCNc1ccc([N+](=O)[O-])cc1)c1ccccc1Cl,-1.2,/,-1,0.7,12,-6,2.9,i,/
Cc1ccc(-c2cc(C(=O)Nc3ccccc3C(N)=O)c3ccccc3n2)o1,-2.3,2.4,2,-1.0,12,3,2.6,-0.4,/
Cc1ccc(N2C(=O)N(CC(=O)Nc3ccc([N+](=O)[O-])cc3)C(=O)C2C)cc1 (stereo not drawn),1.3,0.1,-12,0.5,23,3,0.3,-0.2,-1.5
CC(C)c1cc(CN2CCN(C3CCCC3)C(CCO)C2)[nH]n1 (stereo not drawn),-4.2,1.4,3,/,1,1,1.8,i,-0.3
On1c(-c2ccccc2)nc2ncccc21,-3.7,-0.2,2,-2.1,6,0,-0.3,-0.9,-0.4
CCOC(=O)c1cc(OC(=O)c2ccccc2Br)n(-c2ccccc2)n1,0.5,-0.2,-7,-0.6,12,-1,-16,4.2,10
CC(C)Nc1ncnc2c1cnn2-c1ccc(Cl)cc1,-5.8,-0.8,-3,19,-9,9,1.3,-0.1,-1.6
CC(=O)c1cc(-c2ccc(F)cc2)n(CCC(=O)NC(C)(C)C)c1C,-1.2,2.1,-4,/,-3,3,0.7,-0.1,-0.3
CSc1ncccc1C(=O)OCC(=O)NC1CCCc2ccccc21 (stereo not drawn),-0.7,0.5,21,/,9,1,0.2,-1.9,1.4
O=C(Nc1ccccn1)c1csc2c1CCCC2,1.5,-0.8,2,/,3,-1,0.6,-0.5,-0.6
CC(C)N(CCCNC(=O)c1nn(C)c2c1CS(=O)(=O)c1ccccc1-2)Cc1ccccc1,0.6,-2.5,4,-4.5,-5,2,-0.7,-0.2,0.5
OCCC1CN(Cc2nc(-c3ccccc3)cs2)CCN1Cc1ccc(F)cc1 (stereo not drawn),-3.7,3.2,16,2.6,-1,1,/,i,0.3
CCN1C(C)=CC(=O)[C@@H](O)[C@H]1c1ccccc1Br,-2.0,/,2,-1.4,28,0,4.2,i,-0.8
CC1(C(=O)Nc2cccnc2)Cc2c(-c3ccc4c(c3)OCO4)ccnc2O1 (stereo not drawn),-0.6,/,13,8.6,7,37*,1.2,-0.4,/
COc1ccc(/C=C/C(=O)OC2CCCN(C)C2)cc1 (stereo not drawn),-3.9,0.5,0,-2.7,5,-3,0.9,i,-0.2
O=C(/C(Br)=C/Nc1cc(Cl)ccc1Cl)C(F)(F)F,-4.5,2.3,1,/,5,1,/,-0.3,-0.6
O=C(CCNC(=O)c1ccc(Br)o1)NCc1ccccn1,-0.4,-0.2,-3,-3.5,-5,1,/,i,-1.7
COc1cccc(NC(=O)CSc2nc3ccccc3c(=O)n2CCCC(=O)NCCCN2CCOCC2)c1,-0.4,-3.4,18,2.3,-2,2,1.2,-3.3,-0.3

# Structural class: the compounds so far containing bromine (five)
SMILES,FadD28 FP inh,Mtb UGM inh,Yp Topo-I inh,BioA inh,GDH-TPI counter,Mtb FBA inh,TcdB inh,BH1578 lux ind,PfHsp40 rescue
Cc1ccc(S(=O)(=O)NCCNc2ccc(Br)c(C)c2)cc1,-4.3,-1.8,20,-2.4,1,-4,0.2,-1.8,0.3
CCOC(=O)c1cc(OC(=O)c2ccccc2Br)n(-c2ccccc2)n1,0.5,-0.2,-7,-0.6,12,-1,-16,4.2,10
CCN1C(C)=CC(=O)[C@@H](O)[C@H]1c1ccccc1Br,-2.0,/,2,-1.4,28,0,4.2,i,-0.8
O=C(/C(Br)=C/Nc1cc(Cl)ccc1Cl)C(F)(F)F,-4.5,2.3,1,/,5,1,/,-0.3,-0.6
O=C(CCNC(=O)c1ccc(Br)o1)NCc1ccccn1,-0.4,-0.2,-3,-3.5,-5,1,/,i,-1.7

# Other structures follow:
SMILES,FadD28 FP inh,Mtb UGM inh,Yp Topo-I inh,BioA inh,GDH-TPI counter,Mtb FBA inh,TcdB inh,BH1578 lux ind,PfHsp40 rescue
CCCc1n[nH]c2c1/C(=N/O)CC(c1ccccc1)C2 (stereo not drawn),-2.0,2.6,0,0.5,-5,0,/,i,-1.4
O=C(CCc1nnc2ccc(N3CCCC3)nn12)Nc1ccc(F)c(F)c1,-2.0,2.9,5,3.9,0,1,1.3,-0.3,0.6
c1cnc2c(OCc3nc4ccccc4[nH]3)cccc2c1,-4.8,-0.3,-4,2.0,1,1,4.3,i,0.8
CCCCCSc1nc(C)c(CC(=O)O)c(=O)[nH]1,-2.1,2.3,-3,-0.6,-2,0,/,-0.3,1.3
O=C(/C=C/c1ccc(S(=O)(=O)N2CCOCC2)cc1)NCc1ccccc1Cl,-0.7,0.5,3,/,-3,-1,/,i,0.2
O=C(NCCc1ccccc1)c1nc2c(nnn2Cc2ccccc2Cl)c(=O)[nH]1,-0.4,-1.4,46,3.1,11,2,/,i,?
COCCn1c(=S)[nH]c2sc3c(c2c1=O)CCCC3,-1.4,2.2,-7,-0.6,20,-8,3.5,-0.3,3.1
CC(Sc1nc2ccccc2c(=O)n1C)C(=O)Nc1ccc2c(c1)OCCO2 (stereo not drawn),-2.0,2.1,-2,-1.6,-1,3,4.3,0.8,-1.4
CCNC(=O)NC(=O)CSc1cccc(C(F)(F)F)c1,-3.0,0.9,4,-0.6,-4,2,1.4,-0.5,-0.1
Fc1ccc(CNCCc2ccc3c(c2)OCO3)cc1,-4.8,-1.8,-1,-1.2,-14,-2,1.4,0.7,1.4
COc1ccc2cc3cc(C(=O)NCc4cccnc4)oc3nc2c1,-0.2,-0.6,-8,/,23,+,-3.2,-0.2,1.7
CN(c1ccc(C(=O)NC2CCCC2)cc1)S(=O)(=O)c1ccc(Cl)cc1,-1.9,0.5,-2,-3.9,21,3,1.0,i,-0.1
CCOC(=O)C1CCN(S(=O)(=O)c2cc3c(cc2C)NC(=O)CO3)CC1,-1.5,-1.4,-2,-0.9,3,3,-0.4,-0.3,0.6
CCCc1cc(=O)[nH]c(Nc2ccc(OC)c(Cl)c2)n1,-1.0,-1.1,-6,-0.6,-3,0,/,-0.3,-0.6
COc1ccc(/C=N/NC(=O)c2ccco2)cc1OCc1ccccc1,-2.6,1.6,4,/,40*,-2,-0.5,-0.7,-0.4
O=C(c1cc2c(s1)CCCC2)N1CCN(c2ccccc2)CC1,-0.6,-0.3,12,/,-1,34*,1.3,i,-0.5
COc1cc2c(cc1OC)-c1nnc(-c3ccco3)n1C1(CCCC1)C2,-2.7,-3.2,17,/,-5,47*,/,-12,-0.7

# From PubChem BioAssay
